# Bioassay records (PubChem)
# M1 ag: agonists of human M1 muscarinic receptor; CHO-K1 hM1, Fluo-8 calcium fluorescence, agonist mode; 0% DMSO, 100% acetylcholine EC100; activation, % at 3 µM; actives 0.33% (n = 360,000); AID 588814;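 active = activation above the run's mean compound activation plus 3 SD, cut at about 16% in these data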;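 note: peak over basal fluorescence ratio within a 140 s kinetic read after compound addition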
# Target sequence (P11229 whole entry, looked up): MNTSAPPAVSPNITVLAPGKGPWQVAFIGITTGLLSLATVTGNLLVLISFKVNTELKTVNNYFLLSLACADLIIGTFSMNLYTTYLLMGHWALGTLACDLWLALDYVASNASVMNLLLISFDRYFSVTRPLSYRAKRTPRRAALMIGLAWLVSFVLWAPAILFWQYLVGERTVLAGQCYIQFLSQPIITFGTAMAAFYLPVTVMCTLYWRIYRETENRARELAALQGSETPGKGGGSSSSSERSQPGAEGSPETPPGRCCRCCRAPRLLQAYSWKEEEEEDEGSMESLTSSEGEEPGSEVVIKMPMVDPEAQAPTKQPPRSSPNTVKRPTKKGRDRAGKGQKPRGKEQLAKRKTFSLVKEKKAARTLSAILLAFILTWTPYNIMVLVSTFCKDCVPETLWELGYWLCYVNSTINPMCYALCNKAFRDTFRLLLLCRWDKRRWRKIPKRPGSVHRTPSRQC
# CHRM1 PAM: human CHRM1 positive allosteric modulation; P11229; CHO-K1 hM1, Fluo-8 calcium fluorescence, ACh EC20; 0% = ACh EC20, 100% = maximal ACh; activation, % at 3 µM; actives 0.088% (n = 360,000); in the data active = activation above about 19%, passing the limit was not always enough
# CHO-K1 Ca ag: counter-screen for M1 agonists: effect in parental CHO-K1 cells | Fluo-8 calcium fluorescence; scaled to maximal ATP response, vehicle zero | activation, % at 3 µM | actives 0.48% (n = 360,000) | AID 602248; in the data active = activation above about 15%;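 note: untransfected CHO-K1 host cells lacking M1 receptor as counterscreen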
# TAAR1 antagonist: antagonists of human TAAR1 | actives 1.5% (n = 360,000) | CHO RD-HGA16 TAAR1, Fluo-8 calcium fluorescence, antagonist | Q96RJ0 | inhibition, % at 3 µM;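 active = inhibition above a per-plate cutoff, the mean inhibition of test compounds on that plate plus 3 SD, cut at about 49% in these data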;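 note: 0% = DMSO plus EC80 beta-PEA response and 100% = DMSO alone without agonist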
# Target sequence (Q96RJ0 whole entry, looked up): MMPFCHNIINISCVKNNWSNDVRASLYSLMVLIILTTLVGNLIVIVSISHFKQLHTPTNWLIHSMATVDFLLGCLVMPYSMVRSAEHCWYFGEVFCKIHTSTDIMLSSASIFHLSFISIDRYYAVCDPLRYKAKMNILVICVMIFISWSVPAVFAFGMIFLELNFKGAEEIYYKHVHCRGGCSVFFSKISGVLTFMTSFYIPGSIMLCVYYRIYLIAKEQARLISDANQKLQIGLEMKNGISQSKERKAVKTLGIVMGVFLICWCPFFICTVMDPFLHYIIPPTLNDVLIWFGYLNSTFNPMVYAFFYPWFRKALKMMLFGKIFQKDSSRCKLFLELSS
#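 Test system: RD-HGA16 CHO cells with stable hTAAR1 and Gα16 / Probe or stimulus: EC80 β-phenethylamine stimulus / Times: seeding 17-24 h prior, 75-min 37 °C, 30-min RT dye loading / Detection: Fluo-8 calcium-sensitive fluorescence / Read-out basis: % inhibition scaled between DMSO and EC80 PEA controls / Repeats: singlicate, one well per test compound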
# M1 PAM parental: counter-screen for M1 PAMs: effect in parental CHO-K1 cells; AID 602247; actives 0.02% (n = 360,000); activation, % at 3 µM; ATP EC20, Fluo-8 calcium fluorescence; 0% at ATP EC20, 100% at ATP max;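 active = activation above the run cutoff, the mean activation of all test compounds plus 3 SD, cut at about 40% in these data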;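 note: peak over basal fluorescence ratio in a 140 s read after ATP addition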
# CHO-K1 Ca antag: nonselective inhibitor or artifact in parental CHO-K1 cells | ATP-induced calcium, Fluo-8 fluorescence | inhibition, % at 3 µM | actives 0.6% (n = 360,000) | AID 602250;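 active = inhibition above a per-plate cutoff, the plate's mean sample inhibition plus 3 SD, cut at about 24% in these data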;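 note: 0% = DMSO plus EC80 ATP and 100% = DMSO alone without ATP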
# TAAR1 agonist: agonists of human TAAR1. activation, % at 3 µM. Q96RJ0. CHO RD-HGA16 TAAR1, Fluo-8 calcium fluorescence; vehicle wells 0%, saturating PEA agonist 100%. actives 0.99% (n = 360,000);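 active = activation above the mean activation of all test compounds in the run plus 3 SD, cut at about 38% in these data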
#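 Repeats: no replicates (n 1) | Material: CHO-derived RD-HGA16 cells with stable Gα16 and human TAAR1 | Technique: Kinetic Fluo-8 calcium fluorescence | Schedule: 17-24 h seeding, 75 min 37 °C dye, 30 min RT | Evaluation: % activation from peak over basal fluorescence ratio, DMSO-to-PEA scaled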
# CHO parental Ca: counter-screen for OX1R antagonists: effect in parental CHO cells | AID 463079 | inhibition, % at 5.6 µM | parental CHO-K1, ATP-induced calcium, Fluo-8 fluorescence | actives 0.63% (n = 330,000);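 active = inhibition above that plate's mean sample inhibition plus 3 SD, cut at about 26% in these data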;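 note: 0% = ATP-challenged DMSO wells and 100% = DMSO wells without ATP; some compounds past the cut are filed as inactive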
#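 Assay system: parental CHO cells; Read-out basis: percent inhibition of ATP-evoked calcium rise, normalized to controls; Benchmarks: ATP and no-ATP DMSO wells; Compound dosing: single nominal dose of 5.6 µM per compound; Signal: Fluo-8 calcium dye fluorescence; Also added: ATP as calcium-mobilizing challenge; Repeats: singlicate.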
# CHRM1 antagonist: blocks human M1 muscarinic receptor. P11229. CHO-K1 hM1, Fluo-8 calcium fluorescence, ACh EC80 antagonist. inhibition, % at 3 µM. actives 1.3% (n = 360,000). AID 588852;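 active = percent inhibition above its own plate's cutoff, namely the mean of that plate's compound wells plus 3 SD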;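 note: peak over basal fluorescence ratio during 140 s after agonist addition; 0% = ACh EC80 plus DMSO and 100% = DMSO alone without agonist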
# * hit, by the source's call; . = no result given; & = joins results of further samples.
SMILES,M1 ag,CHRM1 PAM,CHO-K1 Ca ag,TAAR1 antagonist,M1 PAM parental,CHO-K1 Ca antag,TAAR1 agonist,CHO parental Ca,CHRM1 antagonist
Cc1c(N2C(=O)CS/C2=N\N=C\c2ccc(Br)cc2)c(=O)n(-c2ccccc2)n1C,-5,10,0.2,30,13,-10,7,-25,-11
COc1cccc(C(=O)n2c(SC)nc3cc4c(cc32)OCCO4)c1,-5,9,1.2,11,22,-19,6,-9,-15
Cc1[nH][nH]c(=O)c1C(c1ccc(O)c(Br)c1)c1c(C)[nH][nH]c1=O,-4,-1,1.1,6,-11,-6,0,10,3
CCOc1ccc(-c2nnc(-c3ccccc3)n2-c2ccccc2)cc1,-6,9,2.3,-2,24,-12,21,-12,-4
NC1=NC(=O)/C(=C/c2cccs2)S1,-4,5,3.9,-12,10,-1,12,-6,4
CCOC(=O)N1CCN(C(=S)NC2CCCC2)CC1,-4,5,0.0,11,-5,10,1,-9,-4
COc1cccc(C(C(=O)NC2CCCC2)N(C(=O)c2csnn2)C2CC2)c1 (stereo not given),-4,14,1.0,-2,11,-14,0,-11,-9
CC(C(=O)Nc1ccccc1)N1C(=O)c2ccccc2C1=O (stereo not given),-4,11,1.5,6,28,-16,16,-8,-8
COc1ccc(OC)c(CCNC(=O)CC2Oc3ccc(C)cc3NC2=O)c1 (stereo not given),-4,-1,0.5,-6,-11,8,0,.,3
CCCCn1c(N)c(N(CC)C(=O)c2cc(S(=O)(=O)N3CCCCCC3)ccc2OC)c(=O)[nH]c1=O,-1,11,1.4,-4,14,-5,2,-13,-15
O=C(NCCOc1ccccc1)c1ccccc1Cl,-3,9,1.6,-2,0,-5,0,3,-8
CCOc1cccc(C(=O)Nc2ccc3ccccc3c2)c1,-5,-2,1.6,-2,3,8,0,-8,-3
COc1ccccc1NC(=O)COC(=O)COc1cccc2c1OC(C)(C)C2,-2,6,0.7,-15,15,-10,-1,-18,-23
CCC1(c2ccccc2)NC(=O)N(CC(=O)N2CCc3ccccc32)C1=O (stereo not given),7,0,5.0,8,8,-25,19,-19,-3
Cc1ccccc1CNC(=O)Nc1ccc(Cl)cc1,1,-2,0.8,-1,-15,13,15,8,1
COc1ccc(NC(=O)Nc2c(C)n(C)n(-c3ccccc3)c2=O)cc1,-2,8,0.5,-2,20,-13,0,-10,-13
O=C(Nc1ccccc1Cl)c1ccccc1Cc1ccccc1,-6,2,0.0,10,16,-13,19,-16,1
Cc1c(Cl)ccc2c(C(=O)Nc3cc(C(C)(C)C)on3)cc(-c3ccccn3)nc12,-2,-1,0.4,3,6,-8,-1,-17,-23
O=C(Nc1ccccc1)N1CCN2C(=O)c3ccccc3C12c1ccccc1 (stereo not given),-3,1,0.6,1,7,-12,18,-15,-22
Cc1[nH]nc2c1/C(=N\O)CC(C)(C)C2,-4,6,0.6,11,21,-13,5,-9,-13
CCOC(=O)N1CCN(S(=O)(=O)c2ccc(C(=O)Nc3sc4c(c3C(N)=O)CC(C)(C)NC4(C)C)cc2)CC1,-5,-5,0.2,-15,-10,10,1,-12,20
CC(OC(=O)CCCN=C1NS(=O)(=O)c2ccccc21)C(=O)Nc1ccc(F)c(F)c1F (stereo not given),3,2,1.9,16,19,2,10,-4,-10
N#CCSc1nc2ccccc2c(=O)n1CCC(=O)NCCc1ccccc1,-3,5,-0.1,14,0,3,3,-10,-5
CCOC(=O)Cc1csc(SCC(=O)Nc2oc(C)c3c(C)n[nH]c(=O)c23)n1,3,16,0.1,4,-9,-15,6,-12,-1
CN(CC(=O)Nc1cccc(F)c1)CC(=O)NC(c1ccccc1)c1ccccc1,-1,8,0.5,-2,-2,-8,8,-28,-15
Cc1ccc(N(CC(=O)N2CCCCCC2)S(C)(=O)=O)c(C)c1,-5,12,0.1,-6,-3,2,1,.,-13
COc1ccc(C(=O)NCCNC(C)=O)cc1S(=O)(=O)NCc1ccc(Cl)cc1,-4,2,0.4,10,9,-10,8,3,-4
CCN(CC)CCSc1nnc2c3cc(F)ccc3n(Cc3ccccc3)c2n1,-11,-21,0.2,-18,0,-5,3,-7,14
COc1cccc(CSc2nnc(-c3ccncc3)n2N)c1,-6,7,0.1,1,5,-13,0,6,-4
O=C1N2c3ccccc3CCc3cccc(c32)C1(O)C(F)(F)F (stereo not given),-5,-2,0.3,-7,-3,-10,4,-18,-17

# Grouped by structure: those above with two or more sulfur atoms (3)
SMILES,M1 ag,CHRM1 PAM,CHO-K1 Ca ag,TAAR1 antagonist,M1 PAM parental,CHO-K1 Ca antag,TAAR1 agonist,CHO parental Ca,CHRM1 antagonist
NC1=NC(=O)/C(=C/c2cccs2)S1,-4,5,3.9,-12,10,-1,12,-6,4
CCOC(=O)N1CCN(S(=O)(=O)c2ccc(C(=O)Nc3sc4c(c3C(N)=O)CC(C)(C)NC4(C)C)cc2)CC1,-5,-5,0.2,-15,-10,10,1,-12,20
CCOC(=O)Cc1csc(SCC(=O)Nc2oc(C)c3c(C)n[nH]c(=O)c23)n1,3,16,0.1,4,-9,-15,6,-12,-1

# More entries:
SMILES,M1 ag,CHRM1 PAM,CHO-K1 Ca ag,TAAR1 antagonist,M1 PAM parental,CHO-K1 Ca antag,TAAR1 agonist,CHO parental Ca,CHRM1 antagonist
O=C(Nn1c(O)c(C=C2N=c3ccccc3=N2)sc1=S)c1ccccc1Cl,2,2,1.5,15,-8,13,28,-2,3
CCc1ccc(N=c2c([N+](=O)[O-])nn(-c3ccc4c(c3)OCCO4)n2O)cc1,-6,-5,3.3,39,14,1,12,-19,-1
Cc1cccc(NC(=O)C2C(c3ccccc3)C2(Cl)Cl)c1 (stereo not given),-5,0,0.5,-13,2,2,1,17,4
COc1ccc(NC(=O)CN2CCc3ccccc3C2)cc1,-8,9,0.3,-3,2,-6,4,.,-13
Cc1cc2c3c(ccc(C)c3n1)N=CN2c1ccccc1,-5,5,-1.4,2,16,-14,2,-17,-11
COc1cccc(C2C(C#N)=C(N)Oc3cc(C)n(Cc4ccco4)c(=O)c32)c1 (stereo not given),-2,10,1.6,-19,18,-11,2,-18,-16
CCn1nnnc1SCC(=O)N1c2ccccc2CCc2ccccc21,-6,4,0.7,-21,25,-9,0,-21,-21
CCOP(=O)(OCC)/C(C#N)=C/c1ccc([N+](=O)[O-])cc1,0,-4,0.5,1,-30,-18,-1,0,5
COCCN(C(=S)Nc1c(C)cc(C)cc1C)C(C)c1cccnc1 (stereo not given),-8,8,0.1,10,-8,12,-1,-11,2
Cc1ccccc1OCC(O)Cn1c(=N)n(CCN2CCOCC2)c2ccccc21 (stereo not given),-6&-10,10&-4,0.6&0.3,3&-1,23&0,-12&-2,0&0,-13&-13,-4&5
COc1ccc2oc(=O)c(C(=O)N3CCCC3)cc2c1,-1,10,0.1,-11,6,-6,-1,-8,-14
CN(c1ccccc1)S(=O)(=O)c1ccc(C(=O)NCCc2ccccc2)cc1,-1,4,6.6,30,20,-3,10,-4,-3
COc1ccccc1N1CCN(C2CCCN(Cc3c(F)cccc3F)C2)CC1 (stereo not given),-9,-10,0.3,-22,4,-2,0,-19,8
CCC1(C)Cc2ccccc2-c2nc(SC)[nH]c(=O)c21 (stereo not given),-4,4,0.6,-12,-14,-9,-2,-16,-5
COc1ccccc1/C=C(/C(=O)OCC(N)=O)c1ccccc1,-8,5,0.4,1,6,3,7,-9,2
COc1cccc(C2=NOC(C(=O)Nc3c(C)n(C)n(-c4ccccc4)c3=O)C2)c1 (stereo not given),-3,7,0.8,-13,4,-7,0,-7,-27
Cc1ccc(Cl)cc1-c1cc(C(=O)NCc2ccco2)[nH]n1,-4,1,0.8,1,1,-4,0,.,-4
COc1cc(CCC(=O)OCC(=O)Nc2ccc(C)cc2Br)cc(OC)c1OC,-1,-2,4.7,-13,-8,-5,2,-17,1
COc1cc(S(=O)(=O)N2CCN(C)CC2)ccc1Cl,-7,6,0.5,1,14,-8,3,-10,-9
O=C(CC(c1ccccc1)c1ccco1)N1CCCCC1 (stereo not given),-7,8,0.4,.,7,-10,.,-9,-11
COc1ccc(N2CCN(S(=O)(=O)CCNC(=O)Cc3ccc([N+](=O)[O-])cc3)CC2)cc1,0,-3,1.6,-22,-1,-9,8,-7,2
NC(=O)c1cccc(CC(=O)c2ccccc2)c1,-2,5,0.2,-6,16,-11,3,-20,-10
O=C(NNc1ccnc2cc(Cl)ccc12)C1CCCCC1,-4,-10,12,-6,-9,14,1,35*,32*
O=C(CSc1nc2ccccc2[nH]1)Nc1cccc(S(=O)(=O)N2CCOCC2)c1,0,5,6.9,13,7,-9,2,-6,-1
NC(=O)c1ccc(NC(=O)c2cccc(Oc3ccccc3)c2)cc1,-3,10,1.6,-10,10,7,1,-8,-13
O=C(CSc1ccc(-c2ccc(F)cc2)nn1)Nc1ccc2c(c1)OCCO2,-6,-4,6.3,-15,12,3,5,-13,9
O=C(Nc1ccccn1)C1CCN(c2ncnc3c2nc2n3CCCCC2)CC1,-1,8,5.5,-13,-4,-5,3,-7,-16
CCCCc1cc(=O)oc2cc(C)cc(OCC(=O)NCc3cccnc3)c12,-5,7,1.5,9,10,-17,-1,-16,-8
CCOC(=O)C1(CCOC)CCN(Cc2ccc(C3CCCCO3)s2)CC1 (stereo not given),-7,2,1.3,-13,14,-21,2,-17,0
COC(=O)C1(C(F)(F)F)N=C(N(C)C)OC(N(C)C)=N1,-2,8,1.1,9,24,-11,9,-7,-28

# Structures above with a CF3 group, in the order listed:
SMILES,M1 ag,CHRM1 PAM,CHO-K1 Ca ag,TAAR1 antagonist,M1 PAM parental,CHO-K1 Ca antag,TAAR1 agonist,CHO parental Ca,CHRM1 antagonist
O=C1N2c3ccccc3CCc3cccc(c32)C1(O)C(F)(F)F (stereo not given),-5,-2,0.3,-7,-3,-10,4,-18,-17
COC(=O)C1(C(F)(F)F)N=C(N(C)C)OC(N(C)C)=N1,-2,8,1.1,9,24,-11,9,-7,-28

# Remaining list, next part
SMILES,M1 ag,CHRM1 PAM,CHO-K1 Ca ag,TAAR1 antagonist,M1 PAM parental,CHO-K1 Ca antag,TAAR1 agonist,CHO parental Ca,CHRM1 antagonist
CCOC(=O)CNC(=O)C1CCC(CNS(=O)(=O)c2cccc3nsnc23)CC1 (stereo not given),-7,2,0.1,4,6,-8,0,-10,2
Cc1cc(C)cc(NC(=O)COc2coc(CN3CCc4ccccc43)cc2=O)c1,-3,5,1.6,-4,11,0,1,-17,-8
Cc1ccc(S(=O)(=O)Nc2cccc3c2O[C@H](CN(C)Cc2ccc(-c4ccccc4)cc2)[C@@H](C)CN([C@H](C)CO)C3=O)cc1,-2,6,1.3,-2,7,-14,0,-23,-12
O=C(CSc1cccc[n+]1[O-])c1ccc(-c2ccccc2)cc1,-1,1,8.5,-24,18,-9,1,-5,6
CCOC(=O)Cc1csc(NC(=O)COc2ccc(N(C)S(=O)(=O)c3ccc(C)cc3)cc2)n1,2,-8,3.8,17,18,0,10,-1,12
COc1ccccc1CNC(=O)CCS(=O)(=O)c1ccc2c(c1)CC(C)N2C(=O)C1CC1 (stereo not given),-2,-7,5.6,-21,3,0,3,-17,11
